eIF2B yeast act = GCN4-lacZ reporter reduction in eIF2B-epsilon mutant yeast, primary screen, S. cerevisiae, eIF2B-epsilon R284H, Beta-Glo luminescence; inhibition, % at 25 µM (by protocol); 27,000 compounds, 0.91% hits; AID 688, 2007;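 active means mutant luminescence inhibited past about 50% while wild type luminescence and mutant growth stay under set limits, limit read from the data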; further: some compounds called inactive have numbers as strong as hits
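Assay system: yeast eIF2B-epsilon R284H mutant carrying GCN4–beta-galactosidase fusion / Buffer or medium: YPD / Incubation: 16 h growth with compound at 30 °C, 90 min Beta-Glo step / Detection: Beta-Glo luminescence after Z-buffer lysis, growth by 595 nm absorbance / Read-out: % inhibition of reporter signal and growth versus controls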
Yeast tox = yeast growth toxicity, wild-type and mutant, primary screen, cytotoxicity control for eIF2B function restoration project, wild-type and eIF2Bepsilon R284H mutant, A595; S. cerevisiae wild-type growth, A595 turbidity, 16 h; growth inhibition, % at 25 µM (by protocol); AID 685, 2007; 30,000 compounds, 0.3% hits;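 active means mutant and wild-type yeast strains alike exhibit over 30% growth inhibition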;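 further: 0% = untreated cell controls and 100% = YPD media blanks without cells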
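Schedule: 16 h growth with compound, 30 °C. System: yeast, wild-type or eIF2Bepsilon-R284H mutant. Doses: one dose, 25 µM compound[…]. Buffer or medium: YPD. Signal: turbidity measured as absorbance at 595 nm. Read-out basis: growth inhibition (%) versus cell controls and blanks.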
Yeast tox inhibition % = further read-out of Yeast tox, marked with its call; growth inhibition, %; S. cerevisiae eIF2Bepsilon-R284H mutant growth, A595 turbidity, 16 h;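 each compound tested once at 25 µM; 0% equals untreated cells and 100% equals cell-free medium blanks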
eIF2B yeast act mutant toxicity = recorded beside eIF2B yeast act, whose call it bears; growth inhibition, %; measured here: mutant yeast growth, toxicity;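 each compound tested once at 25 µM; zero equals untreated control growth and 100 equals blank medium absorbance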
Active calls of the source: *; . = not tested or not shown. Some of the compounds tested; rates above refer to the full screens.

SMILES	eIF2B yeast act	eIF2B yeast act mutant toxicity	Yeast tox	Yeast tox inhibition %
CCN(CC)C(=O)c1cnn(-c2ccccc2)c1NC(=O)c1ccco1	42	30	10	30
COc1cc2cc(CN(Cc3nnnn3C3CCCC3)C3CCCC3)c(=O)[nH]c2cc1OC	20	12	17	12
Cc1occc1C(=O)Nc1cccc(Cn2cccn2)c1	.	.	4	11
COC(=O)C(C)N(C(=O)c1cccc2ccccc12)c1c(C)cccc1C (stereo unspecified)	28	11	11	11
Cc1ccc(-c2nnc(N3CCCCC3)c3ccccc23)cc1S(=O)(=O)NCC1CCCO1 (stereo unspecified)	13	5	24	5
COCCN1Cc2cccc(C(=O)Nc3ccc(S(=O)(=O)N4CCCCCC4)cc3)c2C1=O	14	.	-5	0
COc1cc2c(cc1OC)C(c1ccc3c(c1)OCO3)C1=C(CC(C)(C)CC1=O)N2 (stereo unspecified)	29	-9	-19	-9
CC(=O)Nc1ccc(S(=O)(=O)N2CCN(C)CC2)cc1	.	.	18	4
Cc1cc(C)c2c(N=CN(C)C)c(C(=O)N3CCN(c4ncccn4)CC3)sc2n1	-8	8	18	8
Cn1c(=O)c2ncn(CC(=O)NCCOc3ccccc3)c2n(C)c1=O	16	.	-17	0

Profiles, quoted from the list. Screens in order: eIF2B yeast act, eIF2B yeast act mutant toxicity, Yeast tox, Yeast tox inhibition %
`Cn1c(=O)c2ncn(CC(=O)NCCOc3ccccc3)c2n(C)c1=O` is entered as 16, ., -17, 0
`COc1cc2c(cc1OC)C(c1ccc3c(c1)OCO3)C1=C(CC(C)(C)CC1=O)N2` (stereo unspecified) is entered as 29, -9, -19, -9
`Cc1cc(C)c2c(N=CN(C)C)c(C(=O)N3CCN(c4ncccn4)CC3)sc2n1` is entered as -8, 8, 18, 8

(continued)
SMILES	eIF2B yeast act	eIF2B yeast act mutant toxicity	Yeast tox	Yeast tox inhibition %
CCOC(=O)CNC(=O)c1cn(C)c(=O)c2cc(OC)c(OC)cc12	-6	5	6	5
CCCCC(=O)Nc1cc(OC)c(NC(=O)C2CCCCC2)cc1OC	15	19	35	19
O=C(Nc1ccc(Cl)cc1)c1cccs1	24	-6	37	-6
CCN(CC(=O)NC(C)C)Cc1nc2sc3c(c2c(=O)[nH]1)CCC3	5	-5	16	-5
COc1cccc(NS(=O)(=O)c2ccc3[nH]cc(C(=O)NCCC(C)C)c(=O)c3c2)c1	12	-27	-31	-27
Cc1ccc(S(=O)(=O)NCCCN2CCOCC2)c(C)c1	43	.	2	0
COc1ccc(-c2coc3cc(OC)cc(O)c3c2=O)cc1	-6	-30	-6	-30
O=C(c1ccc(Br)s1)N1CCN(Cc2ccc3c(c2)OCO3)CC1	-10	-17	-11	-17
COc1ccc(-c2cc(C(F)(F)F)n3nc(N)nc3n2)cc1	17	10	26	10
CSc1nc2ccc(S(=O)(=O)N3CCCCC3)cc2s1	.	.	9	9
O=C(CCNC(=O)c1ccccc1)OCN1C(=O)c2ccccc2C1=O	19	.	-10	0
O=C(Nc1ccc2c(c1)OCO2)c1ccc(Cl)nc1	.	.	24	20
CCC(=O)Nc1ccc2oc(-c3ccccc3Br)nc2c1	14	-18	6	-18
CCOC(=O)C1CCN(C(=O)C2CCN(S(=O)(=O)CC)CC2)CC1	13	-11	12	-11
O=C(Nc1ccc2nc(-c3cccs3)c(-c3cccs3)nc2c1)NC1CC1	.	.	-21	11
CC(=O)SC(C)CC(=O)Nc1ccccc1 (stereo unspecified)	13	-5	8	-5
COc1ccccc1CN(Cc1nc2ccccc2c(=O)[nH]1)C(=O)Nc1cccc(C)c1	13	-3	10	-3
COc1ccc(NC(=O)CCN2CCN(S(=O)(=O)c3cc(Cl)ccc3OC)CC2)cc1	26	-16	11	-16
CCOc1ccc(S(=O)(=O)NCc2ccc(Cl)cc2)c2cccnc12	31	18	15	18
C=CCOc1ccccc1/C=c1\sc2nc(-c3oc4ccccc4c3C)nn2c1=O	-5	-10	0	-10
O=c1cc(O)c(-c2ccccc2Cl)c(Cl)[nH]1	.	.	-8	9
O=C(NCCN1CCOCC1)c1ccc2ccccc2n1	-10	-10	40	-10
CNC(=O)C1CC(=O)N(Cc2ccc3c(c2)OCO3)C(=Nc2ccc(OC)cc2)S1 (stereo unspecified)	2	5	10	5
Cn1c(CN2CCCC2)nc2cc(NS(=O)(=O)c3ccccc3)ccc21	7	-19	16	-19
COc1ccc(OC)c(C2/C(=C(\O)c3c(C)nc4ccccn34)C(=O)C(=O)N2CCCN(C)C)c1 (stereo unspecified)	15	-2	8	-2
CCCc1cc(=O)[nH]c(Nc2ccc(N3CCCCC3)cc2)n1	26	3	1	3
COc1ccccc1NC(=O)N1CCCC1C(=O)Nc1nnc(C(C)C)s1 (stereo unspecified)	20	-14	16	-14
CCC(C)NS(=O)(=O)c1ccc(NS(=O)(=O)c2ccc(F)cc2)cc1 (stereo unspecified)	.	.	6	9
CCCCc1cc(O)c(CCCC)c(O)c1	25	.	.	.
CCN(CC)CC(=O)NC12CC3CC(CC(C3)C1)C2	.	.	11	15
O=C(Cn1nnc2ccccc2c1=O)Nc1ccc2c(c1)CCC2	-2	-26	-44	-26
CCOc1ccccc1NC(=O)CCC(=O)Nc1ccccc1OCC	10	.	-4	0
COc1cc(OC)c(C(=O)Nc2ncn[nH]2)cc1OC	1	.	.	.
Cc1ccccc1C(=O)N/C(=C/c1ccc(-c2cccnc2Cl)o1)C(=O)NCCCN1CCN(C)CC1	13	.	22	0
CCC(=O)Nc1nc(C)nc(C)c1C(C)=O	22	-11	27	-11
O=C(c1ccc2c(=O)n(CC3CCCO3)c(=S)[nH]c2c1)N1CCN(c2ccccc2)CC1 (stereo unspecified)	13	-2	9	-2
O=C(CCCn1c(SCC(=O)c2ccc(O)c(O)c2)nc2ccccc2c1=O)NCC1CCCO1 (stereo unspecified)	19	.	.	.
Cn1c(=O)cc(OCC(=O)N2CCN(c3cccc(C(F)(F)F)c3)CC2)c2ccccc21	15	-16	-13	-16
CCC1CCCCN1C(=O)CSc1nc2c([nH]c3ccccc32)c(=O)n1C (stereo unspecified)	-21	.	.	.
CC(=O)c1c(C)nc2ccccc2c1N	26	4	2	4

Molecules above that contain fluorine, in the order listed:
SMILES	eIF2B yeast act	eIF2B yeast act mutant toxicity	Yeast tox	Yeast tox inhibition %
COc1ccc(-c2cc(C(F)(F)F)n3nc(N)nc3n2)cc1	17	10	26	10
CCC(C)NS(=O)(=O)c1ccc(NS(=O)(=O)c2ccc(F)cc2)cc1 (stereo unspecified)	.	.	6	9
Cn1c(=O)cc(OCC(=O)N2CCN(c3cccc(C(F)(F)F)c3)CC2)c2ccccc21	15	-16	-13	-16

Continued.
SMILES	eIF2B yeast act	eIF2B yeast act mutant toxicity	Yeast tox	Yeast tox inhibition %
CCCc1cc(NCCCCO)n2c(nc3ccccc32)c1C#N	-41	.	.	.
CCC(c1nnnn1CCC(C)C)N1CCC(C(N)=O)CC1 (stereo unspecified)	30	.	9	0
CCOC(=O)COc1c(OC)cc(Cl)cc1C1NC(=O)NC(C)=C1C(C)=O (stereo unspecified)	-16	7	3	7
Cc1ccc2ccccc2c1Cn1c(-n2ccnc2)nc2c1c(=O)n(C)c(=O)n2C	7	14	8	14
CCOC(=O)CSc1nc2c(c(=O)[nH]c(=O)n2C)n1CCCc1ccccc1	27	-18	-25	-18
CC(=O)Nc1cccc(OCC(=O)NS(=O)(=O)c2ccc(C)cc2)c1	-2	-27	-2	-27
c1ccc2c(c1)nc(CN1CCOCC1)n1c3ccccc3nc21	-5	.	.	.
Cc1ccc(NC(=O)Nc2ccccc2C(=O)NCc2ccccc2)cc1	25	11	6	11
CCOC(=O)c1c(NC(=O)c2ccco2)sc2c1CCCC2	19	.	-11	0
CCOC(=O)COc1ccc(S(=O)(=O)NCc2ccco2)cc1	53*	.	-9	0
CCNC(=O)NC(=O)C(C)Sc1ccc2c(c1)OCCO2 (stereo unspecified)	.	.	5	12
Cc1cc(C)cc(N2C(=O)CC(n3ccnc3)C2=O)c1 (stereo unspecified)	-38	4	-11	4
COc1cccc(C(=O)Nc2cc(NC(=O)c3ccco3)ccc2OC)c1	7	-2	13	-2
c1ccc(CNc2nnnn2-c2ccccc2)cc1	-5	4	4	4
O=C(N/N=C/C(Cl)=C/c1ccccc1)c1cnccn1	-1	-7	28	-7
CC(C)NC(=O)c1ccc(COCC(F)(F)C(F)F)cc1	.	.	14	13
CCc1ccc(-c2nc(CS(=O)CC(=O)NCc3cccnc3)c(C)o2)cc1 (stereo unspecified)	25	-7	14	-7
COc1ccc(C(C)=O)c(Oc2nc(CN3CCOCC3)nc3scc(-c4cccs4)c23)c1	1	-20	-15	-20
CCOC(=O)c1c(C)oc2cc(Br)c(OC(C)C(=O)OCC)cc12 (stereo unspecified)	17	-25	-18	-25
Cc1nc(CCNS(=O)(=O)c2cccs2)cs1	12	-23	-24	-23

Next part; it opens with the 4 that closed the last part.
SMILES	eIF2B yeast act	eIF2B yeast act mutant toxicity	Yeast tox	Yeast tox inhibition %
CCc1ccc(-c2nc(CS(=O)CC(=O)NCc3cccnc3)c(C)o2)cc1 (stereo unspecified)	25	-7	14	-7
COc1ccc(C(C)=O)c(Oc2nc(CN3CCOCC3)nc3scc(-c4cccs4)c23)c1	1	-20	-15	-20
CCOC(=O)c1c(C)oc2cc(Br)c(OC(C)C(=O)OCC)cc12 (stereo unspecified)	17	-25	-18	-25
Cc1nc(CCNS(=O)(=O)c2cccs2)cs1	12	-23	-24	-23
Cc1cccc2c(=O)n3c(nc12)CCCCC3	13	26	13	26
CCOC(=O)C1=C(C)N(C)C(C)=C(C(=O)OCC)C1c1ccc(C(=O)OC)cc1	19	7	4	7
O=C(C1CCCN(Cc2ccccc2Br)C1)N1CCCCC1 (stereo unspecified)	14	5	-1	5
Cc1ccc2c(c1)[nH]c1c(=O)n(CCN3CCNCC3)cnc12	12	15	22	15
COc1ccc(S(=O)(=O)N2C3CCC2CC(NC(=O)NC2CCCCC2)C3)cc1 (stereo unspecified)	21	15	22	15
O=C(O)CC(c1cccc2ccccc12)n1cccc1 (stereo unspecified)	23	-41	-1	-41
CCN(CC)c1ccc(-n2c(C)cc(C=O)c2C)cc1	25	8	16	8
COc1ccc(CCn2c(C)cc3c(c2=O)C(c2ccc4c(c2)OCO4)C(C#N)=C(N)O3)cc1OC (stereo unspecified)	-13	13	14	13
CC(=O)Nc1cccc(Oc2cc(C#N)c(C#N)cc2N2CCOCC2)c1	3	-5	-7	-5
Cc1ccccc1CN1CCN(CC(=O)NCCCN2CCN(c3ccc(F)cc3)CC2)C1=O	-13	3	9	3
CC(C)C(O)(C#CCN1CCCCC1)c1ccccc1 (stereo unspecified)	-5	16	23	16
CC(=O)c1cc2c(cc1NS(=O)(=O)c1ccccc1)OCO2	11	9	26	9
CCN(CC)C(=O)CSc1nnc2sc3ccccc3n12	28	9	6	9
CC(NC(=O)c1ccccc1Cl)c1nnc(SCC(=O)Nc2ccc(C(=O)O)cc2)n1C (stereo unspecified)	16	-39	-2	-39
CS(=O)(=O)c1ccc2nc(NC(=O)Oc3ccccc3)sc2c1	13	.	-7	0
Fc1cc(F)c2nc(N3CCCCC3)sc2c1	44	.	9	0
On1cnnc1-c1ccccc1	5	-10	11	-10
CCOc1ccccc1Nc1nnc(C)c(=O)[nH]1	4	-5	-11	-5
O=C(CCC(=O)c1ccc(F)cc1)Nc1cccnc1	0	.	.	.
CSc1nsc(NC(=O)Cc2ccccc2)n1	18	19	17	19
CC(=O)OC1c2c(ccc3ccc(=O)oc23)OC(C)(C)C1OC(=O)CC(C)C (stereo unspecified)	42	-6	-15	-6
COc1ccc(C2NC(=O)CS2)cc1 (stereo unspecified)	.	.	-3	6
CCOc1ccc2nc(NC(=O)c3ccc(S(=O)(=O)N4CCOCC4)cc3)sc2c1	26	-12	-27	-12
Clc1ccc(-n2nnnc2SCc2cn3ccccc3n2)cc1	27	-14	8	-14
CCc1c(C)c(C#N)c2nc3ccccc3n2c1NCC1CCCO1 (stereo unspecified)	35	-15	-18	-15
CCCOc1ccc(C(=O)CCN2CCCCC2)cc1	-3	15	1	15
O=C(O)c1cccc(N2CCCCS2(=O)=O)c1	-6	-5	2	-5
CC(C)C1Cc2[nH]c(=O)c(C(=O)O)cc2CO1 (stereo unspecified)	34	.	-3	0
COc1cccc(Oc2coc3c(CN4CCOCC4)c(O)ccc3c2=O)c1	25	12	11	12
COC(=O)c1ccc(COC(=O)c2[nH]c(C)c(C(C)=O)c2C)o1	21	.	16	0
Cc1ccc(Cn2c(CN3CCOCC3)nc3c2c(=O)[nH]c(=O)n3C)cc1	13	15	9	15
COc1cc2c(cc1OC)-c1cc(OCCN3CCOCC3)nc(=O)n1CC2	18	-7	-8	-7
O=C(c1ccc(CN2CCOCC2)cc1)N1CCN(c2ccccc2)CC1	46	-4	8	-4
Cc1cc(Cl)c(S(=O)(=O)N2CCN(c3cccc(C)c3C)CC2)cc1OCC(N)=O	-4	-21	-18	-21
O=C(Cc1ccc(F)cc1)NCCc1ccc(F)cc1	15	13	-5	13
CCOc1ccc(NS(=O)(=O)c2ccc3c(c2)oc(=O)n3C)cc1	42	-12	-27	-12
